Compound activity from PubChem BioAssay.
TCR-CD3 inh = human TCR-CD3 binding inhibition. TAMRA-labeled TCR probe fluorescence, biochemical. inhibition, % at 9.4 µM. 0.37% of 360,000 active. AID 651800; in the data active means inhibition above about 19%;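 further: recombinant mutant TCR 2C K166C tagged with TAMRA read by polarization; 0% = receptor in buffer alone and 100% = receptor with positive control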
HTRA1 inh = HTRA1 (human) protease inhibition | Q92743 | recombinant HTRA1, FP-rhodamine activity-based probe, fluorescence polarization | 0.5% of 340,000 active | inhibition, % at 5.96 µM; in the data active means inhibition above about 36%;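 further: 0% = enzyme with DMSO and 100% = wells lacking enzyme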
PRMT1 FP inh = inhibitors of human PRMT1; recombinant PRMT1, activity-based probe fluorescence polarization; inhibition, % at 2.79 µM; Q99873; 1.3% of 370,000 active;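 active means inhibition above about 21% made by adding two undisclosed values, limit read from the data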
Rev-erbA mod = Rev-erb alpha (human) modulation; P20393; Rev-erbα–FITC-DNA binding, fluorescence polarization, 90 min; activity, % at 10 µM; 0.79% of 370,000 active;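 active means activity above about 14%, limit read from the data; passing the limit was not always enough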;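 further: 0% = DMSO wells with 35 nM protein and 100% = DMSO wells with 750 nM protein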
Target sequence (P20393 whole entry, looked up): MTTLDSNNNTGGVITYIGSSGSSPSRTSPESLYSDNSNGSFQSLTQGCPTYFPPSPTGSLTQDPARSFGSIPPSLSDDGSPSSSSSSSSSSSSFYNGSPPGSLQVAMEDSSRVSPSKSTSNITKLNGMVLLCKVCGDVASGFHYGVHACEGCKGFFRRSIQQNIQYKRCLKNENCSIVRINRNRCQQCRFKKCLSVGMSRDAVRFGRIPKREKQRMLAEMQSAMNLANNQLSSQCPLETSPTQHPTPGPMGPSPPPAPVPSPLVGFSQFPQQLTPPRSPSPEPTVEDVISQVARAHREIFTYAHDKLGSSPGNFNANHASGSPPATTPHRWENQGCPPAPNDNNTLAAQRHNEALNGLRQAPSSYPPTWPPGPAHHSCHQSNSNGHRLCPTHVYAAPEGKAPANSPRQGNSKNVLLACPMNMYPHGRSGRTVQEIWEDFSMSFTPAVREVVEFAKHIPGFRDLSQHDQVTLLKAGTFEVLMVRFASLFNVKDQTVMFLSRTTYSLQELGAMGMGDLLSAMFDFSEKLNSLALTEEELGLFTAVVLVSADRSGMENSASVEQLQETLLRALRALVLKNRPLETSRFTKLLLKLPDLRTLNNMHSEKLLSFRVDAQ
LEDGF integ inh = blocks HIV-1 LEDGF/p75-dependent DNA integration; inhibition, % at 3.7 µM; 0.64% of 370,000 active; TR-FRET IN-LEDGF/p75 DNA integration, Eu/Cy5;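 active means inhibition above the screen-wide mean plus 3 SD, cut at about 13% in these data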;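 further: signal is the Cy5 over europium emission ratio at 671 and 618 nm; 0% = plate median of compound wells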
ABHD4 inh = inhibits mouse alpha/beta hydrolase domain 4; Q8VD66; purified mABHD4, FP-Rh probe fluorescence polarization; inhibition, % at 8.92 µM; 0.54% of 370,000 active; AID 720543;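 active means inhibition exceeding the mean over every tested compound plus 3 SD, cut at about 30% in these data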;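 further: 0% = plate median of compound wells and 100% = S159A mutant with DMSO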
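Assay system: mABHD4 protein; medium: HEPES pH 7.0, NaCl, Pluronic buffer; dosing: 8.92 µM, single dose; schedule: 45 min + 60 min at 25 °C; signal: FP readout, ex 525 nm / em 598 nm; read-out: normalized percent inhibition of probe labeling; repeats: single replicate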
TDP2 inh = TDP2 (human) inhibition, absorbance primary screen; recombinant TDP2, T5PNP hydrolysis, p-nitrophenol absorbance 415 nm; inhibition, % at 12.8 µM; 0.34% of 370,000 active;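 active means inhibition above the mean of all tested compounds plus 3 SD, set per campaign, cut at about 25% in these data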;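 further: 0% = DMSO with enzyme and 100% = buffer with substrate but no TDP2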
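Test system: Human TDP2 enzyme | Reagent: 5 mM T5PNP | Compound dosing: 12.8 µM single point, 1% DMSO | Incubation: Enzyme reaction with compound for 2 h at 37 °C | Technique: p-Nitrophenol epi absorbance | Read-out: % inhibition relative to enzyme-containing and enzyme-free wells | Benchmarks: High control without enzyme, low control DMSO plus TDP2 | Replicates: Singlicate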
SIAE primary = blocks human sialic acid acetylesterase; Q9HAT2; SIAE FP-Rh probe binding, fluorescence polarization; inhibition, % at 9.66 µM; 0.69% of 370,000 active; AID 1053197;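 active means inhibition above a cutoff: mean of compounds within the control limits plus 3 SD of those, cut at about 17% in these data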;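 further: 0% = plate median of compound wells and 100% = probe without SIAE protein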
Target sequence (Q9HAT2 whole entry, looked up): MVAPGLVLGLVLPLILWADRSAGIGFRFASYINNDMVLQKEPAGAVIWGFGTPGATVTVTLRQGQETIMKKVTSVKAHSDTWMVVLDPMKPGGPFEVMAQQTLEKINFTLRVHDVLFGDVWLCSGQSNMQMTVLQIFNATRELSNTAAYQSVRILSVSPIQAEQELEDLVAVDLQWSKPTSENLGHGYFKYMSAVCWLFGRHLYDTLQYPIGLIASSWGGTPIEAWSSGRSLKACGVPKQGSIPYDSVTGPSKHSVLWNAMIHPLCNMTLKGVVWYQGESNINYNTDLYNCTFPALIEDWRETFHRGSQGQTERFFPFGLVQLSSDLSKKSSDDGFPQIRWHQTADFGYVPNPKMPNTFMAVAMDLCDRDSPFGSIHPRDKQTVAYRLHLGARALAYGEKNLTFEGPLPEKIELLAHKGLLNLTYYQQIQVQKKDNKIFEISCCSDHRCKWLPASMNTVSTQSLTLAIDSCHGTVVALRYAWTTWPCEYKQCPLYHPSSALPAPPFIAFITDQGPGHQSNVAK
rCAG binder = molecules binding r(CAG) RNA repeats; r(CAG) RNA repeat, TO-PRO-1 dye displacement fluorescence; inhibition, % at 3 µM; 1.3% of 370,000 active; AID 651821;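 active means inhibition above the plate cutoff, the mean of all test compounds on that plate plus 3 SD, cut at about 35% in these data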;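 further: 0% = DMSO alone and 100% = 100 µM mitoxantrone as full dye displacement; higher means more dye released from RNA so lower well fluorescence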
PG9 Ab binder = PG9 antibody binding by small molecule; 0.43% of 360,000 active; TR-FRET gp120-PG9 antibody binding; inhibition, % at 6.7 µM; AID 624416; in the data active means inhibition above about 8.5%
* hit, by the source's call; / = no result given. An excerpt, so the mix of outcomes need not match the whole.

No.	Molecule	TCR-CD3 inh	HTRA1 inh	PRMT1 FP inh	Rev-erbA mod	LEDGF integ inh	ABHD4 inh	TDP2 inh	SIAE primary	rCAG binder	PG9 Ab binder
1	CCCc1ccc2oc(C(=O)N(C)Cc3ccn[nH]3)c(C)c2c1	8	-9	-2	-2	-3	0	-9	-1	-3	-1.9
2	CC1CC(C(=O)Nc2ccccc2)C(=O)O1 (configuration not stated)	5	5	-2	-2	1	2	1	-7	-3	-0.4
3	N/C(=N\OC(=O)Cc1ccc([N+](=O)[O-])cc1)c1ccc([N+](=O)[O-])cc1	2	4	-1	6	2	2	7	14	4	0.2
4	COc1nc(N(CC(N)=O)S(=O)(=O)c2ccccc2)nc(C)c1Cl	4	-2	-4	3	-2	1	-5	8	-3	-0.8
5	CCCn1c2ccc(C)cc2c2nnc(SCCN3CCCCC3)nc21	-3	-9	-1	-1	-1	4	-1	-7	4	-2.8
6	Cc1ccc(NC(=O)CC2S/C(=N/c3nccs3)N(C)C2=O)c(C)c1 (configuration not stated)	-3	-2	0	1	-5	-2	-7	-3	-3	-1.3
7	OC(c1ccccc1)(c1ccccc1)C1CCN(CCCOc2ccc(OC(F)(F)F)cc2)CC1	/	/	-7	2	1	13	0	-5	-3	/
8	CC(C)(C)OC(=O)N1Cc2[nH]c3ccccc3c2C[C@@H]1C(=O)O	-5	0	-1	10	-1	-2	14	26*	8	-1.6
9	CC(C)COc1cccc(C(=O)Nc2ccc(CN3CCOCC3)cc2)c1	-4	-7	5	2	0	-12	-3	-1	-6	0.4
10	Cc1onc(-c2c(Cl)cccc2Cl)c1C(=O)N1CCN(c2ccccc2)CC1	4	-1	0	1	1	5	-3	9	0	-0.8
11	COc1ccc(OC)c(CNC(=O)C2CCCN(C(=O)N(C)C)C2)c1 (configuration not stated)	4	4	1	-6	-3	0	14	-2	-4	0.3
12	CN(CCCC1CCCC1)C(=O)CCc1nnc(-c2ccccc2)o1	-4	-3	4	-1	-8	-1	2	-4	-1	0.1
13	COc1ccc(OC)c(S(=O)(=O)NCC2CCN(C(=O)C(=O)c3cccs3)CC2)c1	0	/	5	0	-4	-2	-1	2	3	-1.8
14	Cc1cccc(OC(C)C(=O)N2CCCc3ccccc32)c1 (configuration not stated)	-1	-7	1	-3	2	8	-2	5	-6	-0.6
15	Cc1c(NC(=O)C(C)Oc2ncnc3ccccc23)c(=O)n(-c2ccccc2)n1C (configuration not stated)	3	2	0	8	-1	6	-4	-3	-1	-1.5
16	Cn1nnnc1SCC(=O)N1CCN(c2ccccc2)CC1	-1	8	1	0	2	-12	-16	6	4	1.0
17	CCOc1ccc2oc(=O)cc(CN3CCOCC3)c2c1	1	7	-1	-2	1	3	11	0	0	0.1
18	COC[C@H]1CCCN1c1ccc2c(c1)OCCCN(C1CC1)S2(=O)=O	/	/	0	-4	4	3	-3	-1	1	/
19	N#C/C(=C(/O)c1ccc([N+](=O)[O-])cc1)c1nnc2n1CCCCC2	13	1	0	2	3	-3	16	8	1	0.2
20	O=C(COC(=O)c1ccco1)NC1CCCc2ccccc21 (configuration not stated)	1	-3	-2	-1	3	-3	-1	1	1	-1.8
21	O=C(NCc1ccc(F)cc1)C1CC(=O)N(Cc2ccco2)C1 (configuration not stated)	5	4	-5	-6	2	0	25*	1	0	1.5
22	COc1ccccc1NS(=O)(=O)c1c(C)nc2sccn2c1=O	6	-5	0	0	-2	-2	1	0	2	0.5
23	O=C(C1CCN(C2CCN(Cc3ccc4cc(F)ccc4n3)CC2)CC1)N1CCCC1	5	0	1	2	2	0	-14	0	-3	-2.1
24	C[C@H](NC(=O)c1ccco1)C(=O)OCC(=O)N1CC(=O)Nc2ccccc21	-2	4	-1	-2	0	3	2	4	6	-4.0
25	O=C(CSCCO)Nc1ccc([N+](=O)[O-])cc1	0	2	-2	0	2	2	-4	3	0	-0.7
26	COc1cc(NC(=O)CSc2nc3cc(C)ccc3cc2C)c(C(=O)O)cc1OC	1	-3	2	1	4	-12	-7	6	32	-3.2
27	CCOC(=O)C1(Cc2ccccc2)CCCN(C(=O)c2cn[nH]c2)C1 (configuration not stated)	0	4	2	1	-1	-14	-4	2	-4	-1.5
28	O=C(CNC(=O)c1cccc(F)c1)N/N=C/c1cccs1	-1	-11	6	-1	-5	5	1	-4	0	-2.9
29	CC(CNC(=O)c1ccc(N)cc1)NC(=O)c1ccc(N)cc1 (configuration not stated)	-4	-2	1	-3	-3	0	8	-1	1	-0.5
30	S=C(NCCc1ccccc1)N1CCc2ccccc2C1	6	-20	-5	-1	-2	-7	-5	-3	-4	-1.6

2 compounds drawn at random from those above, as already listed:
No.	Molecule	TCR-CD3 inh	HTRA1 inh	PRMT1 FP inh	Rev-erbA mod	LEDGF integ inh	ABHD4 inh	TDP2 inh	SIAE primary	rCAG binder	PG9 Ab binder
13	COc1ccc(OC)c(S(=O)(=O)NCC2CCN(C(=O)C(=O)c3cccs3)CC2)c1	0	/	5	0	-4	-2	-1	2	3	-1.8
14	Cc1cccc(OC(C)C(=O)N2CCCc3ccccc32)c1 (configuration not stated)	-1	-7	1	-3	2	8	-2	5	-6	-0.6

New compounds follow:
No.	Molecule	TCR-CD3 inh	HTRA1 inh	PRMT1 FP inh	Rev-erbA mod	LEDGF integ inh	ABHD4 inh	TDP2 inh	SIAE primary	rCAG binder	PG9 Ab binder
31	O[C@H](COc1ccccc1)CN1CCC(C(O)(c2ccccc2)c2ccccc2)CC1	/	/	-4	7	7	1	-15	-6	0	/
32	CCNCC(=O)Nc1c(C)cccc1C	2	5	1	10	2	-4	2	-4	2	-1.3
33	Cc1ccc(NC(=O)CCc2nnc3ccc(NCc4ccco4)nn23)nc1	-1	0	0	-1	2	-3	-10	-3	3	0.3
34	CCOC(=O)c1ccc(Nc2ccc(C(C)=O)cc2)cc1	-5	/	-5	-2	4	-2	-5	1	3	1.7
35	CCn1c(SCC(=O)c2ccc(NC(C)=O)c(OC)c2)nnc1-c1ccc(NS(C)(=O)=O)cc1	7	-4	0	6	-3	-2	4	7	2	-1.8
36	COC(=O)C1CN(C(=O)COc2cc(C)c(Cl)c(C)c2)c2ccccc2O1 (configuration not stated)	-2	-11	2	-6	-3	1	8	3	-5	-0.4
37	CCOc1ccc(S(=O)(=O)N2CCC(C(=O)Nc3ccccc3N3CCCC3)CC2)cc1	1	-6	-3	-2	1	-15	-15	4	9	-1.5
38	N#CCCN(C(=O)COC(=O)c1cc(S(=O)(=O)N2CCOCC2)ccc1Cl)c1ccc(F)cc1	2	-4	-3	-6	1	-3	5	0	-6	-1.6
39	COc1ccc(OCCCC(=O)NCc2ccco2)cc1	1	-9	-2	/	1	-2	2	1	3	-1.9
40	O=C(CSc1ccc(-c2ccco2)nn1)c1ccccc1	0	5	28*	-8	4	19	8	10	17	1.1
41	CONC(=O)c1ccc(-c2cccc3nccn23)cc1	0	/	-1	-5	0	2	3	3	3	2.9
42	CCS(=O)(=O)N1CCN(C(=O)c2ccc(-c3ccccc3)cc2)CC1	-3	2	1	7	3	-3	-2	-1	-8	-2.4
43	Cc1c(NC(=O)C(C)N2C(=O)c3ccccc3C2=O)c(=O)n(-c2ccccc2)n1C (configuration not stated)	0	5	4	-4	-1	-5	4	2	2	0.1
44	O=C(N/N=C/c1sc(N2CCOCC2)nc1-c1ccccc1)c1ccc(O)cc1	-6	15	3	3	1	7	-3	12	8	-6.5
45	COC(=O)c1ccc(CSc2nnc(C)n2N)o1	-3	-1	-1	-3	-1	3	-1	5	4	-0.2
46	Cc1ccc(N2CC(c3nc4ccccc4n3C)CC2=O)cc1C (configuration not stated)	0	0	0	3	-4	6	3	3	1	1.8
47	COc1cc2c(cc1OC)C(C)N(Cc1ccc3c(c1)OCO3)CC2 (configuration not stated)	6	-3	-2	0	3	-2	-11	-2	-5	-0.5
48	CC(C)Oc1ccc(CCC(=O)N/N=C/c2ccc3c(c2)OCO3)cc1	-4	-5	1	-5	-3	11	-12	8	-4	0.1
49	CCn1c(O)c(N=NC(=O)CNC(=O)c2ccco2)c2ccccc21	-5	3	-4	4	0	4	-5	0	2	-5.7
50	C=CCOc1ccccc1OCC(O)CNC(C)C (configuration not stated)	-1	5	-3	-5	2	-2	-5	0	2	-1.8
51	COc1ccc(S(=O)(=O)N2CCCCCC2)cc1C(=O)NCCOc1ccc(C)cc1	-1	-32	2	1	-5	-1	2	-7	1	-0.4
52	O=c1[nH]c(-c2ccccc2O)nc2c1CCCC2	-1	4	-2	-5	-2	-3	-3	-2	1	2.8
53	CCOc1ccc(CN2CCN(CC3=Cc4cccc(OC)c4OC3)CC2CCO)cc1 (configuration not stated)	1	0	-1	3	3	-10	1	2	-11	-0.8
54	CC(=O)c1ccc(N2CCN(C(=O)c3ccc4nc[nH]c4c3)CC2)cc1	-8	-2	2	2	3	1	-1	2	0	1.2
55	COc1cccc(-c2cc(C(=O)N3CCN(S(=O)(=O)c4ccccc4)CC3)[nH]n2)c1	-1	-6	-2	2	2	-13	-5	-5	1	-2.6
56	CCC(C(=O)NCc1ccco1)n1nc(C)c2c(C)n(-c3ccc(C)cc3)nc2c1=O (configuration not stated)	-2	4	2	-2	-7	-3	-4	-8	-5	-1.1
57	O=CN1CCN(C(C(=O)NC2CCCC2)c2ccc(Cl)cc2)CC1 (configuration not stated)	-3	2	0	-4	-1	-4	4	-5	-3	-0.3
58	CCCCn1c(N)c(N(CCC(C)C)C(=O)COC(=O)c2ccco2)c(=O)[nH]c1=O	-1	4	3	-2	-3	-3	0	-2	-1	0.3
59	CN(CC(=O)Nc1cccc(S(=O)(=O)N(C)C)c1)Cc1ccccc1	7	4	-6	-6	-7	7	-10	-2	-1	0.6
60	CN(C)CCSc1nc(-c2ccccc2)nc2c1CCC2	11	-2	-2	0	-1	0	1	4	-3	-2.7

The list continues:
No.	Molecule	TCR-CD3 inh	HTRA1 inh	PRMT1 FP inh	Rev-erbA mod	LEDGF integ inh	ABHD4 inh	TDP2 inh	SIAE primary	rCAG binder	PG9 Ab binder
61	CN(CC(=O)Nc1ccc(F)cc1)C(=O)COC(=O)/C=C/c1ccccc1[N+](=O)[O-]	4	8	-6	-4	7	-6	-16	-8	-3	-1.5
62	Cc1c(OC(C)C(=O)NCC(O)c2ccccc2)ccc2c3c(c(=O)oc12)CCCC3 (configuration not stated)	6	-14	-2	0	0	0	-1	-3	-2	-0.6
63	Nc1ccn(C2OC(CCl)C(O)C2O)c(=O)n1 (configuration not stated)	-3	3	-1	-7	-3	4	-4	1	2	0.8
64	CC(=O)Nc1ccc(NC(=O)C(C)OC(=O)/C=C/c2cn(-c3ccccc3)nc2-c2cccnc2)cc1 (configuration not stated)	8	-1	-3	4	2	0	0	-14	0	-0.8
65	O=C1c2ccccc2CCc2ccccc21	-2	2	-1	1	0	3	-1	2	0	4.0
66	COc1ccc(S(=O)(=O)N2CCC[C@H]2C(=O)N2CCC[C@H]2C(=O)N[C@H](C)c2ccccc2)cc1C	-3	/	1	-3	3	3	-8	-3	0	0.6
67	Cc1ccc(-n2ccc(=O)c(C(=O)Nc3ccc(S(=O)(=O)Nc4nccs4)cc3)n2)cc1	3	-2	0	-4	1	9	-14	-30	25	0.2
68	N=C1CCCN1CC(=O)c1ccc(Br)cc1	8	3	-2	-2	0	2	5	1	1	-1.4

Looked up above:
In TDP2 inh, entry 66 reads -8
In PRMT1 FP inh, entry 65 reads -1
In SIAE primary, entry 63 reads 1
